From PubChem
OTUD3 block – inhibitors of human OTUD3 deubiquitinase | OTU domain-containing protein 3 (Homo sapiens), Q5T2D3 | purified OTUD3, Ub-rhodamine fluorescence, 2 h | inhibition, % at 25 µM | 0.7% of 47,000 active | AID 1645858, 2021
Target sequence (Q5T2D3 whole entry, looked up, the tested form may be a part): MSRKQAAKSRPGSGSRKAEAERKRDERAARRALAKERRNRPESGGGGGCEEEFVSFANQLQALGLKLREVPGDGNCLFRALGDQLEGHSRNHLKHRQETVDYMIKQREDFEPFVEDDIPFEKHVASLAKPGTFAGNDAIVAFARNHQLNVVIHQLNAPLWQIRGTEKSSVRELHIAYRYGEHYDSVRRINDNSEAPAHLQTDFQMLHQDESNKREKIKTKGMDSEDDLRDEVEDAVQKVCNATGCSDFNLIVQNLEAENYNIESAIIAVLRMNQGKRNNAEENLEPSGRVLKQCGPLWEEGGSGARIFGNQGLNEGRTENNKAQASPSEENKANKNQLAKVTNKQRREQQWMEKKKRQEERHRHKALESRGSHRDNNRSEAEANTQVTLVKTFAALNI
UCHL1 inh – inhibitors of human UCHL1 deubiquitinase | AID 1645859, 2021 | 0.2% of 47,000 active | purified UCHL1, Ub-rhodamine cleavage fluorescence | Ubiquitin carboxyl-terminal hydrolase isozyme L1 (Homo sapiens), P09936 | inhibition, % at 20 µM
Target sequence (P09936 whole entry, looked up): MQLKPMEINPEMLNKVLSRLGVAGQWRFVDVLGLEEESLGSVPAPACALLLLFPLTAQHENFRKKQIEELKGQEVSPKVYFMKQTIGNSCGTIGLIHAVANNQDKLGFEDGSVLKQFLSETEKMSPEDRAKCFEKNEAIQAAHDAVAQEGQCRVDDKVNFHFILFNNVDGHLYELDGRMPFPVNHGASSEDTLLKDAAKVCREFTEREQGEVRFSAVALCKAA
USP30 block – inhibitors of human USP30 deubiquitinase | purified USP30, Ub-rhodamine cleavage fluorescence | inhibition, % at 25 µM | 5.3% of 47,000 active | AID 1645860, 2021
USP7 inh – inhibitors of human USP7 deubiquitinase. inhibition, % at 20 µM. purified USP7, Ub-rhodamine cleavage fluorescence. 0.3% of 47,000 active
USP28 inh – inhibitors of human USP28 deubiquitinase. 3% of 47,000 active. inhibition, % at 25 µM. purified USP28, Ub-rhodamine cleavage fluorescence, 30 min. Ubiquitin carboxyl-terminal hydrolase 28 (Homo sapiens), Q96RU2
USP10 inh – inhibitors of human USP10 deubiquitinase. Ubiquitin carboxyl-terminal hydrolase 10 (Homo sapiens), Q14694. purified USP10, Ub-rhodamine fluorescence, 60 min. inhibition, % at 20 µM. 1.1% of 47,000 active. AID 1645856, 2021
USP8 block – inhibitors of human USP8 deubiquitinase | AID 1645853, 2021 | inhibition, % at 20 µM | Ubiquitin carboxyl-terminal hydrolase 8 (Homo sapiens), P40818 | purified USP8, Ub-rhodamine cleavage fluorescence, 30 min | 4.2% of 47,000 active
USP17 block – inhibitors of human USP17 deubiquitinase | AID 1645855, 2021 | Ubiquitin carboxyl-terminal hydrolase 17-like protein 5 (Homo sapiens), A8MUK1 | inhibition, % at 50 µM | 6.5% of 47,000 active | purified USP17, Ub-rhodamine cleavage fluorescence, 3 h
The depositor's hits bear a star. No stated cut-off is given here; in the data, active means inhibition above about 30%; inactive means the rest.

Results for CCCCCC[C@](C)(O)C(=O)C1=CC(OC)(C(C)C)NC1=O (stereo not given in full) ?
OTUD3 block: -22; UCHL1 inh: -11; USP30 block: -88; USP7 inh: -8; USP28 inh: -12; USP10 inh: -3; USP8 block: -53; USP17 block: -23

How did CCOC(=O)N1CCC(NC(=O)c2cn(-c3ccccc3Cl)nn2)CC1 do in these assays?
OTUD3 block: -2; UCHL1 inh: -3; USP30 block: -5; USP7 inh: 0; USP28 inh: 0; USP10 inh: 3; USP8 block: 2; USP17 block: -7

What do the screens show for `Cc1cccc2nc(C(=O)N3C[C@@H](O)[C@H](N4CCOCC4)C3)cn12`?
OTUD3 block: 0; UCHL1 inh: -4; USP30 block: 9; USP7 inh: 0; USP28 inh: 2; USP10 inh: 3; USP8 block: -4; USP17 block: -4

How did COc1ccc(NC(=O)c2oc3ccccc3c2COc2ccccc2)cc1S(=O)(=O)N1CCCCC1 do in these assays?
OTUD3 block: 0; UCHL1 inh: 0; USP30 block: 0; USP7 inh: 6; USP28 inh: -6; USP10 inh: 4; USP8 block: -6; USP17 block: 4

How did CC1CCN(c2ccc3nnc(CCC(=O)N4CCN(c5ccc(F)cc5)CC4)n3n2)CC1 do in these assays?
OTUD3 block: 0; UCHL1 inh: 1; USP30 block: 25; USP7 inh: -10; USP28 inh: 16; USP10 inh: -2; USP8 block: 3; USP17 block: 6

What do the screens show for `CC(C)(C)OC(=O)N[C@@H](Cc1ccccc1)C(=O)NCC1CCC(C(=O)NCCc2c[nH]c3ccccc23)CC1` (stereo not given in full)?
OTUD3 block: 0; UCHL1 inh: -4; USP30 block: -12; USP7 inh: 1; USP28 inh: -11; USP10 inh: -9; USP8 block: -5; USP17 block: 44*

What do the screens show for `CC(C)=CCC(O)C1=CC(=O)c2c(O)ccc(O)c2C1=O` (stereo not given)?
OTUD3 block: 95*; UCHL1 inh: 30; USP30 block: 74*; USP7 inh: 10; USP28 inh: 93*; USP10 inh: -6; USP8 block: -234; USP17 block: 95*

Results for COc1ccc(OC)c(CC(=O)N2CCc3nc(N4CCCCC4)[nH]c(=O)c3C2)c1 ?
OTUD3 block: -3; UCHL1 inh: -3; USP30 block: -1; USP7 inh: -6; USP28 inh: -6; USP10 inh: -1; USP8 block: -10; USP17 block: -11

How did Cc1nnc2ccc(-c3ccc(NS(=O)(=O)c4ccccc4F)cc3)nn12 do in these assays?
OTUD3 block: 12; UCHL1 inh: 2; USP30 block: 23; USP7 inh: -35; USP28 inh: 17; USP10 inh: 8; USP8 block: 23; USP17 block: 43*

What do the screens show for `COCCC(=O)N1CCC2(C/C=C/Cc3ccccc3OCC(=O)NCCNC2=O)CC1`?
OTUD3 block: 10; UCHL1 inh: 3; USP30 block: 6; USP7 inh: 3; USP28 inh: 3; USP10 inh: 2; USP8 block: 17; USP17 block: 7

What do the screens show for `O=C(CCc1nnc2n(Cc3ccc(Cl)cc3)c(=O)c3ccccc3n12)N1CCN(c2ccccn2)CC1`?
OTUD3 block: 28; UCHL1 inh: 3; USP30 block: 83*; USP7 inh: -1; USP28 inh: 62*; USP10 inh: 6; USP8 block: 5; USP17 block: 52*

What do the screens show for `Cc1cc(C(=O)CS(=O)(=O)c2ccc(F)cc2)cc(C)c1O`?
OTUD3 block: 13; UCHL1 inh: 0; USP30 block: 28; USP7 inh: 2; USP28 inh: 6; USP10 inh: 0; USP8 block: -52; USP17 block: -169

What do the screens show for `COc1cccc(-c2noc(Cn3cnc4c(nnn4Cc4ccc(F)cc4)c3=O)n2)c1`?
OTUD3 block: 13; UCHL1 inh: 3; USP30 block: 0; USP7 inh: 1; USP28 inh: 21; USP10 inh: -2; USP8 block: 11; USP17 block: 0

Results for CCN1CCN(S(=O)(=O)c2c(C)[nH]c(C)c2C(=O)N2CCCCC2)CC1 ?
OTUD3 block: -1; UCHL1 inh: -5; USP30 block: -4; USP7 inh: -4; USP28 inh: -8; USP10 inh: -3; USP8 block: -1; USP17 block: -1

Results for CC(C)(C)c1ccc(-c2cnco2)cc1 ?
OTUD3 block: -7; UCHL1 inh: -3; USP30 block: -6; USP7 inh: -15; USP28 inh: -8; USP10 inh: -3; USP8 block: -6; USP17 block: 3

Results for Cc1c(C)n(-c2ccccn2)c2ncnc(NCCCO)c12 ?
OTUD3 block: -2; UCHL1 inh: -2; USP30 block: -16; USP7 inh: 2; USP28 inh: -7; USP10 inh: -3; USP8 block: -1; USP17 block: -35

How did O=S1(=O)C[C@H](NCc2ccc(F)cc2)[C@@H](S(=O)(=O)c2ccccc2)C1 do in these assays?
OTUD3 block: -6; UCHL1 inh: -4; USP30 block: -13; USP7 inh: 1; USP28 inh: -6; USP10 inh: 0; USP8 block: -4; USP17 block: -13

How did CSc1nc(NCCN2CCOCC2)c2c3c(sc2n1)CN(C)CC3 do in these assays?
OTUD3 block: -59; UCHL1 inh: -6; USP30 block: -256; USP7 inh: -14; USP28 inh: -68; USP10 inh: -7; USP8 block: -57; USP17 block: -87

Results for COC(=O)c1c(NC(=O)c2ccc(Cl)s2)sc(C)c1C ?
OTUD3 block: 18; UCHL1 inh: 2; USP30 block: 13; USP7 inh: 6; USP28 inh: 22; USP10 inh: 0; USP8 block: 25; USP17 block: 18

How did CN1[C@@H](CCC(=O)N2CCc3ccccc32)CNC(=O)[C@@H]2[C@H]1CCN2Cc1ncc[nH]1 do in these assays?
OTUD3 block: 2; UCHL1 inh: 0; USP30 block: -10; USP7 inh: -2; USP28 inh: 0; USP10 inh: 0; USP8 block: -9; USP17 block: -24

Results for CC(C)c1noc(-c2ccnc(-n3cnc(C(=O)N4CCOCC4)c3)c2)n1 ?
OTUD3 block: -3; UCHL1 inh: -2; USP30 block: 8; USP7 inh: -3; USP28 inh: -5; USP10 inh: -4; USP8 block: 0; USP17 block: -1

How did COc1cc(CC(=O)Nc2cc(S(=O)(=O)N3CCCCC3)ccc2Cl)cc(OC)c1OC do in these assays?
OTUD3 block: 9; UCHL1 inh: 4; USP30 block: 16; USP7 inh: 6; USP28 inh: 5; USP10 inh: -1; USP8 block: 15; USP17 block: 9

How did O=c1[nH]ccn2nc3c(c12)CCc1ccccc1-3 do in these assays?
OTUD3 block: 5; UCHL1 inh: 3; USP7 inh: 5; USP10 inh: -3; USP8 block: -6; USP17 block: 36*

How did COC[C@H]1CCCN1C(=O)CC[C@H]1CNC(=O)[C@@H]2[C@@H](CCN2Cc2csnn2)N1C do in these assays?
OTUD3 block: 10; UCHL1 inh: 6; USP30 block: -19; USP7 inh: -5; USP28 inh: 14; USP10 inh: 3; USP8 block: 31*; USP17 block: -51

Continued, overlapping the part above by 4 compounds.
Results for CC(C)c1noc(-c2ccnc(-n3cnc(C(=O)N4CCOCC4)c3)c2)n1 ?
OTUD3 block: -3; UCHL1 inh: -2; USP30 block: 8; USP7 inh: -3; USP28 inh: -5; USP10 inh: -4; USP8 block: 0; USP17 block: -1

How did COc1cc(CC(=O)Nc2cc(S(=O)(=O)N3CCCCC3)ccc2Cl)cc(OC)c1OC do in these assays?
OTUD3 block: 9; UCHL1 inh: 4; USP30 block: 16; USP7 inh: 6; USP28 inh: 5; USP10 inh: -1; USP8 block: 15; USP17 block: 9

How did O=c1[nH]ccn2nc3c(c12)CCc1ccccc1-3 do in these assays?
OTUD3 block: 5; UCHL1 inh: 3; USP7 inh: 5; USP10 inh: -3; USP8 block: -6; USP17 block: 36*

How did COC[C@H]1CCCN1C(=O)CC[C@H]1CNC(=O)[C@@H]2[C@@H](CCN2Cc2csnn2)N1C do in these assays?
OTUD3 block: 10; UCHL1 inh: 6; USP30 block: -19; USP7 inh: -5; USP28 inh: 14; USP10 inh: 3; USP8 block: 31*; USP17 block: -51

How did COc1ccc(S(=O)(=O)Nc2ccc(Cn3cncn3)cc2)cc1OC do in these assays?
OTUD3 block: -6; UCHL1 inh: 0; USP30 block: -65; USP7 inh: -2; USP28 inh: -12; USP10 inh: 2; USP8 block: -4; USP17 block: -2

How did COc1cc2c(cc1OC)C(c1ccccc1)N(CC(=O)N1CCOCC1)CC2 (stereo not given) do in these assays?
OTUD3 block: -13; UCHL1 inh: -5; USP30 block: -26; USP7 inh: -4; USP28 inh: -15; USP10 inh: -2; USP8 block: -5; USP17 block: -8

What do the screens show for `CC(=O)c1cccc(N[C@H]2[C@H](N)C3(NC(=O)O[C@H]3C)[C@@](C)(O)[C@@]2(O)COC(=O)c2c(C)cccc2O)c1` (stereo not given in full)?
OTUD3 block: -11; UCHL1 inh: 0; USP30 block: -18; USP7 inh: 3; USP28 inh: -9; USP10 inh: 4; USP8 block: -2; USP17 block: -30

Results for CC(=O)c1ccc(NC(=O)COc2nsnc2N2CCOCC2)cc1 ?
OTUD3 block: 5; UCHL1 inh: 2; USP30 block: -3; USP7 inh: 3; USP28 inh: 18; USP10 inh: 3; USP8 block: 0; USP17 block: 9

Results for O=C(CSc1ncnc2ccccc12)N1CCOCC1 ?
OTUD3 block: 1; UCHL1 inh: 0; USP30 block: -13; USP7 inh: -2; USP28 inh: 0; USP10 inh: 0; USP8 block: -14; USP17 block: -6

Results for O=C1NC2(CCCc3ccccc32)C(=O)N1Cc1ccccc1F (stereo not given) ?
OTUD3 block: -8; UCHL1 inh: -4; USP30 block: -12; USP7 inh: -15; USP28 inh: -4; USP10 inh: 2; USP8 block: -4; USP17 block: -10

What do the screens show for `COc1ccccc1C(=O)N[C@H]1[C@H](O)[C@H](O)C[C@@H]1c1ccccc1`?
OTUD3 block: 0; UCHL1 inh: 2; USP30 block: 21; USP7 inh: 1; USP28 inh: 6; USP10 inh: 5; USP8 block: -1; USP17 block: 19

How did O=C(c1ccc(Cl)cc1)N1CCc2nc(C(=O)N3CCOCC3)sc2CC1 do in these assays?
OTUD3 block: -1; UCHL1 inh: 0; USP30 block: -9; USP7 inh: 1; USP28 inh: -3; USP10 inh: 2; USP8 block: 5; USP17 block: -6

Results for Cc1cc(C(=O)Nc2scc(-c3ccc(Cl)cc3Cl)c2C(N)=O)no1 ?
OTUD3 block: -2; UCHL1 inh: 0; USP7 inh: 0; USP10 inh: 1; USP8 block: -4; USP17 block: -6

What do the screens show for `CC(C)(C)n1c(=O)[nH]c2c(c1=O)CCC2`?
OTUD3 block: -1; UCHL1 inh: -1; USP30 block: 7; USP7 inh: 0; USP28 inh: 0; USP10 inh: 2; USP8 block: -10; USP17 block: 4

What do the screens show for `COc1ccc(/C(C#N)=C\c2ccc3c(c2)OCO3)cc1`?
OTUD3 block: 21; UCHL1 inh: 7; USP30 block: 35*; USP7 inh: 11; USP28 inh: 33*; USP10 inh: 7; USP8 block: 30*; USP17 block: 29

Results for N#Cc1ccc(-c2ccc(S(=O)(=O)C3CCN(C(=O)c4ccc(F)cc4F)CC3)cc2)cc1 ?
OTUD3 block: 22; UCHL1 inh: 2; USP30 block: 26; USP7 inh: 3; USP28 inh: 15; USP10 inh: 9; USP8 block: 16; USP17 block: 8

How did CC(C(=O)Nc1cc(Cl)ccc1Cl)N(C)CC(=O)Nc1cccc2ccccc12 (stereo not given) do in these assays?
OTUD3 block: -8; UCHL1 inh: 2; USP30 block: -8; USP7 inh: -4; USP28 inh: -9; USP10 inh: -1; USP8 block: -11; USP17 block: -14
